HCV core dimer = inhibitors of HCV core protein dimerization, primary screen, biochemical, TR-FRET, high-throughput. inhibition, % at 5 µM. 300,000 tested, 0.33% active. TR-FRET GST/Flag-core106 dimerization, 1536-well;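 active = inhibition above the mean of all tested compounds plus 3 SD, set per screening campaign, cut at about 45% in these data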
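Assay system – GST-tagged and Flag-tagged HCV core protein residues 1-106 · Quantity – core106 proteins, GST 13.5 nM and Flag 17 nM · Benchmarks – unlabelled core106 and no-GST-core106 wells · Read-out basis – percent inhibition of core106 dimerization signal · Detection – time-resolved FRET, ex 340 nm, em 617 and 671 nm · Schedule – 4 h at 22.5 °C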
procasp3 activ = activators of human procaspase-3 D3A mutant, primary screen, biochemical, absorbance, PC-3 D3A mutant, single concentration | Caspase-3 (Homo sapiens), P42574 | recombinant procaspase-3 D3A, Ac-DEVD-pNA absorbance 405 nm | activation, % at 8.5 µM | 330,000 tested, 0.11% active;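 active = activation above the mean of all tested compounds plus 3 SD, cut at about 21% in these data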;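 also: 0% = DMSO alone and 100% = DMSO wells spiked with extra 5 µM PC-3 D3A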
Target sequence (P42574 whole entry D9A/D28A/D175A): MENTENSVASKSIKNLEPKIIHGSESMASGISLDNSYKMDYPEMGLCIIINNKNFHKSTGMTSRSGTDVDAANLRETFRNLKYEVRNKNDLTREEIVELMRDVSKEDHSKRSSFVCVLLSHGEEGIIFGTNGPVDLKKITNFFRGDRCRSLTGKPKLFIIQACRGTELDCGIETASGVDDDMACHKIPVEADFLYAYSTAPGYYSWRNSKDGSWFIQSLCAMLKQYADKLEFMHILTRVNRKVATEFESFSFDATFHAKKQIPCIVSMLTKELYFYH
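Assay system – Procaspase-3 D3A mutant, all three cleavage aspartates alanine · Controls – DMSO-only low control, 5 µM PC-3 D3A high control · Schedule – 1 h compound preincubation, 2 h substrate hydrolysis at 25 °C · Signal – 405 nm absorbance of p-nitroaniline, reads at 0 and 120 min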
GRK2 inh = compounds blocking aptamer binding on GRK2 – biochemical, human GRK2, bead flow cytometry, HTS, primary screen; FAM-aptamer displacement from GRK2; inhibition of aptamer binding, % at 10 µM; 330,000 tested, 0.59% active;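 active = inhibition of aptamer binding above 40%, roughly 3 SD of noise, on plates passing a quality check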;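 also: median bead fluorescence of bound FAM aptamer so fluorescent compounds give negative values; no value below 0 was filed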
PP5 primary = PP5 phosphatase inhibitors, primary screen, biochemical, fluorescence; purified PP5c, OMFP substrate fluorescence; 320,000 tested, 0.18% active; AID 1987, 2009; inhibition, % at 6.7 µM;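 active = inhibition above the campaign's mean inhibition across all tested compounds plus 3 SD, cut at about 9.5% in these data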;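 also: 0% = DMSO only and 100% = 100 µM cantharidin control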
Target sequence (P53041 whole entry, looked up): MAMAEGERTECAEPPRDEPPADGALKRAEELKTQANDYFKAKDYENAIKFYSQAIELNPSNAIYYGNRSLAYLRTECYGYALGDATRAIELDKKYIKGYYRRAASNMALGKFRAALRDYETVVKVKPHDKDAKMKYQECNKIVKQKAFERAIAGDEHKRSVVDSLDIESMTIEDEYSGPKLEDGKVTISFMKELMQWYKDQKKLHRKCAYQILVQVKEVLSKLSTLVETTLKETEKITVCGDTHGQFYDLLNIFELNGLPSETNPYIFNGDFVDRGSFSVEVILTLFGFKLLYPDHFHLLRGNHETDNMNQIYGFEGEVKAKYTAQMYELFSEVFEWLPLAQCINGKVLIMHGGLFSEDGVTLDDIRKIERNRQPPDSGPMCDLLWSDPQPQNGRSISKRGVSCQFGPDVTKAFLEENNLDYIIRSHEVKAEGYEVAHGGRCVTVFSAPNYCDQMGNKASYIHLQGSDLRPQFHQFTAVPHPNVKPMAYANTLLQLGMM
GASC-1 inh = inhibitors of GASC-1 histone demethylase, primary screen, biochemical, fluorescence, DELFIA europium; 330,000 tested, 0.069% active; Lysine-specific demethylase 4C (Homo sapiens), Q9H3R0; inhibition, % at 2.35 µM; GST-JMJD2C(1-420) H3K9me3 demethylation;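 active = more than half of a compound's replicate wells show inhibition beyond 50%, single wells judged on their own value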;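 also: signal counts dimethyl H3K9 product captured on neutravidin plate; 0% = median of DMSO wells and 100% = 0.3 times that DMSO median; strong numbers were not always called active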
PP1 inh = PP1-alpha phosphatase inhibitors, primary screen, counter-screen for PP5 inhibitor project, biochemical, fluorescence, OMFP substrate, single point | purified PP1alpha | Serine/threonine-protein phosphatase PP1-alpha catalytic subunit (Homo sapiens), P62136 | 320,000 tested, 0.9% active | inhibition, % at 6.7 µM;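 active = inhibition above the mean inhibition of all tested compounds plus 3 SD, computed separately for each screening campaign, cut at about 15% in these data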
CTSL1 counter = Fasciola hepatica cathepsin L1 inhibitors, primary screen, counter-screen for PFM18AAP inhibitor project, biochemical, QFRET, fluorogenic peptide substrate; 300,000 tested, 0.49% active; inhibition, % at 5.96 µM; AID 1906, 2009; recombinant F. hepatica cathepsin L1, Z-Leu-Arg-MCA fluorescence;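 active = inhibition above the mean of all tested compounds plus 3 SD, set per screening campaign, cut at about 17% in these data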;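 also: 0% = plate median of test compound wells and 100% = 1 µM Z-Phe-Ala-diazomethylketone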
VLA-4 inh = inhibition in human VLA-4 binding assay, primary screen, VLA-4 allosteric modulator project, MLPCN library, flow cytometry, VLA-4 expressing cells | 330,000 tested, 0.2% active | inhibition, % (about 7 µM as worked out from the volumes in the protocol) | ligand binding flow cytometry; in the data active = inhibition above about 50%
proCasp7 act = procaspase-7 activators, primary screen, counter-screen for procaspase-3 activator project, biochemical, absorbance, HTS, human | Caspase-7 (Homo sapiens), P55210 | recombinant procaspase-7, Ac-DEVD-pNA absorbance 405 nm; D23A/D198A/D206A triple mutant, cannot self-cleave; scale: DMSO 0, 5 µM enzyme 100 | activation, % at 8.5 µM | 330,000 tested, 0.093% active | AID 463210, 2010;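 active = percent activation above the screen-wide mean plus 3 SD, cut at about 25% in these data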
Target sequence (P55210 whole entry D23A/D198A/D206A): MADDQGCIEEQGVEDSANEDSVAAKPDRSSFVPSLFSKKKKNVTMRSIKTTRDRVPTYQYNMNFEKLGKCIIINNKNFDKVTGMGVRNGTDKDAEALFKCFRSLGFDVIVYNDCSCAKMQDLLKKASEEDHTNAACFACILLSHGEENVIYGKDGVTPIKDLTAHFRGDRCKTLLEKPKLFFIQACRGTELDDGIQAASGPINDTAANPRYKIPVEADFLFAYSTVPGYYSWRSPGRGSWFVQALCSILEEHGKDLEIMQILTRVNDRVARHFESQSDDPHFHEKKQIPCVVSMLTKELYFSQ
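Assay system: Uncleavable procaspase-7 mutant enzyme | Input: 2 µM procaspase-7 mutant as dispensed | Timing: 1 h compound preincubation, 2 h substrate cleavage, 25 °C | Repeats: One well per compound | Control set: DMSO wells as 0%, DMSO with 5 µM added PC-7 as 100% | Technique: Epi-absorbance of released pNA at 405 nm, two timepoints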
An asterisk follows results filed as active; · = no result given; & = joins results of further samples.

SMILES	HCV core dimer	procasp3 activ	GRK2 inh	PP5 primary	GASC-1 inh	PP1 inh	CTSL1 counter	VLA-4 inh	proCasp7 act
Cc1cc(OCC(=O)Nc2ccc(CCO)cc2)c2c(C)c(C)c(=O)oc2c1	-1	7	2	-1.0	23	-6	2	4	9
NC(N)=NS(=O)(=O)c1ccc(N=C2C(=O)Nc3ccccc32)cc1	-6	0	2	-1.3	-16	-3	1	18	-2
CCS(=O)(=O)N1CCC(C(=O)Nc2cccc(F)c2)CC1	2	-6	1	-0.5	1	-3	3	2	4
NS(=O)(=O)c1ccc(CCNC(=O)c2nc(CS(=O)(=O)c3ccc(Cl)cc3)no2)cc1	4	0	4	2.8	21	-1	-3	1	7
COc1ccc(Nc2c3c(c(C#N)c4nc5ccccc5n24)CCC3)cc1	1	0	0	1.1	4	-2	-3	-4	8
CN1CCN(C(=S)Nc2ccc(S(N)(=O)=O)cc2)CC1	0	-5	0	-1.1	13	1	0	6	-10
CCOC(=O)CNC(=O)CSc1nnc(CCc2nc3ccccc3[nH]2)n1C	6	6	0	0.2	13	-2	0	8	1
CC(C)CN1CCN(Cc2nc3ccccc3s2)CC1CCO (stereo not drawn)	3	-3	0	2.0	-24	-1	-1	-9	9
CC(C)Cn1c(N)c(C(=O)COC(=O)c2cnc(Cl)c(Cl)c2)c(=O)n(C)c1=O	-2	-11	0	-3.4	-3	3	2	11	3
O=C(NC1CCCC1)C1CCCN(S(=O)(=O)c2cnc[nH]2)C1 (stereo not drawn)	-3	3	0	1.8	-6	-2	-3	13	11
Cc1cccc2nc(CSc3ccccc3C(=O)O)cn12	-6	6	0	-0.1	-3	-3	2	3	-6
Cn1nc(-c2ccc(Cl)cc2)c2cc(C(=O)N3CCCC3)sc21	10	11	0	3.2	3	2	4	6	8
CCC(=O)N1CCCc2cc(S(=O)(=O)N3CCN(C4CCCCC4)CC3)ccc21	0	0	0	-0.7	5	0	2	2	-13
CC1CCN(C(=O)c2ccccc2NC(=O)c2cccc(S(=O)(=O)N(C)C)c2)CC1	0	3	0	-1.9	4	-2	0	17	-3
Cc1c(NC(=O)C(C)Oc2ccc(Br)cc2)c(=O)n(-c2ccccc2)n1C (stereo not drawn)	·	-2	3	·	-3	·	·	5	1
COC(=O)CN(c1ccc(F)cc1)S(=O)(=O)c1ccc2c(c1)OCCO2	-5	3	0	1.7	4	0	0	-7	7
O=C1CC(N2CCN(S(=O)(=O)c3cccc(C(F)(F)F)c3)CC2)C(=O)N1Cc1ccccc1 (stereo not drawn)	1	-3	1	0.6	-1	1	-1	2	7
O=C1NCC(COc2ccc(Cl)cc2)O1 (stereo not drawn)	-1	6	0	-4.2	10	-5	0	6	4
Cc1ccc(N2C(=O)CCSC23C(=O)Nc2ccccc23)cc1 (stereo not drawn)	-6	-2	7	2.2	-5	-1	-3	4	6
CCCCc1c(O)nc(SC2CC(=O)N(c3ccc(C(=O)OCC)cc3)C2=O)[nH]c1=O (stereo not drawn)	5	-26	0	2.2	-2	0	2	6	-2
O=C(c1ccccc1)C(Sc1ncn[nH]1)c1ccccc1 (stereo not drawn)	0	-15	0	-1.0	16	-2	2	7	-25
CC(=O)N(CCC(c1ccco1)C(C)C)Cc1ccc(Cl)cc1 (stereo not drawn)	7	-3	1	2.8	-3	3	16	9	-7
Cc1cc(C(=O)CN2CCCC2)c(C)n1-c1ccc(Cl)cc1	6	1	0	-0.8	-5	9	-2	-11	3
COc1ccc(-c2nc(-c3ccc(NC(=O)c4ccncc4)cc3)no2)cc1OC	-13	-6	0	3.9	8	-2	-2	8	5
Cc1ccc(Sc2ncccc2C(=O)O)c(C)c1	-8	2	5	-1.8	6	-13	8	7	-7
Cc1cc(C)n(-c2nc(C(=O)O)cs2)n1	-3	-7	4	-1.7	9	-2	1	24	2
Cc1cccc(NC(=O)CSc2cccc[n+]2[O-])c1C	·	12	0	·	7	·	·	2	11
NC(=O)CC[C@H](NC(=O)c1ccc(F)cc1)C(=O)OCC(=O)Nc1ccc(N2CCOCC2)cc1	2	-4	0	-2.1	-4	1	1	15	-2
CCOc1ccc(NC(=O)N2CCN(CC)CC2)cc1	1	7	0	1.4	2	1	0	9	-1
Cc1cc(C(=O)N/N=C/c2cn[nH]c2-c2ccccc2)cs1	-2	-2	3	0.2	-7	0	4	-9	0

Quoted from above for reference:
SMILES	HCV core dimer	procasp3 activ	GRK2 inh	PP5 primary	GASC-1 inh	PP1 inh	CTSL1 counter	VLA-4 inh	proCasp7 act
CCOc1ccc(NC(=O)N2CCN(CC)CC2)cc1	1	7	0	1.4	2	1	0	9	-1
Cc1cc(C(=O)N/N=C/c2cn[nH]c2-c2ccccc2)cs1	-2	-2	3	0.2	-7	0	4	-9	0

Remaining list, next part:
SMILES	HCV core dimer	procasp3 activ	GRK2 inh	PP5 primary	GASC-1 inh	PP1 inh	CTSL1 counter	VLA-4 inh	proCasp7 act
O=C(O)CC(CCc1ccccc1)OC1OC(CO)C(O)C(O)C1O (stereo not drawn)	-52	-1	2	2.7	·	-3	-4	23	-5
CSc1nc(C)[nH]c(=O)c1C#N	1	-10	0	2.9	3	-3	3	15	3
O=C(Nc1cccc(C(F)(F)F)c1)C1CCCN1S(=O)(=O)c1cccc2cccnc12 (stereo not drawn)	5	9	0	2.3	12	-3	1	13	5
CCCC(=O)Nc1ccc(-c2csc(N/N=C\c3ccncc3)n2)cc1	7	-8	2	-1.6	25	4	-1	-9	-18
O=C(N/N=C/c1ccc(C(=O)O)cc1)C1=NNC(c2ccccc2)(c2ccccc2)C1	8	-16	0	1.3	-5	0	4	-1	-21
COCCNC(=O)CSCc1nc(-c2ccc(SC)cc2)oc1C	1	4	2	2.0	-2	0	-4	0	-2
CCCCn1c(N)c(N(CC(C)C)C(=O)c2cc(C)nc3ccccc23)c(=O)[nH]c1=O	-7	-4	0	-2.4	8	-7	1	13	1
O=C1N=C(N2CCOCC2)S/C1=C\c1cccs1	4	4	0	2.0	1	-2	3	-16	1
COc1ccccc1C(=O)NC(=O)CSc1nnc2ccccn12	·	-7	2	·	2	·	·	10	6
O=C(O)c1ccccc1-n1cnnn1	-6	2	0	1.6	0	-7	3	12	-5
Cc1cc2c(c(=O)n1Cc1cccnc1)C(c1ccccc1)C(C#N)=C(N)O2 (stereo not drawn)	1	-2	9	1.0	14	8	2	0	15
Cc1ccnn1CCC(=O)N1CCCC(CCC(=O)N2CCN(c3ccccn3)CC2)C1 (stereo not drawn)	0	-8	1	-2.2	1	-1	-1	9	7
COc1ccc(C(=O)NC2CCN(S(=O)(=O)c3ccc(F)cc3)CC2)cc1	-9	-5	0	0.4	-16	-1	-2	4	7
Cn1c2ccccc2c2cc(C(=O)N3CCOCC3)sc21	1	-1	0	2.5	5	2	1	3	-3
Cc1cn(C(=O)c2ccccc2)c(=S)n1-c1ccc(Cl)cc1	6	5	3	7.2	-7	3	4	4	5
O=C(Nc1nnc(-c2ccco2)o1)c1ccc(Cl)s1	0	0	0	-2.3	14	18*	7	3	3
O=C(COc1ccc(Br)cc1)NCc1ccccn1	-16	9	1	5.2	9	-3	-4	0	8
Cc1cc(C)c(NC(=O)CCCC(=O)O)c(Cl)c1	-5	-1	5	2.7	0	-5	-2	-4	0
Cc1ccc(CNS(=O)(=O)c2ccc(F)c(F)c2)n1C	-20	-18	7	-1.1	-8	-2	24*	-20	-22
Cc1ccc2nc3n(c(=O)c2c1)-c1ccccc1C(=O)NC3Cc1ccccc1 (stereo not drawn)	·	15	1	0.1	11	-7	·	10	-3
O=C(COC(=O)c1ccccc1)NCc1cccs1	0	10	0	0.1	0	-3	-3	-5	-2
CC(=O)c1ccc(Sc2ccccc2)c([N+](=O)[O-])c1	0	-6	1	-1.5	-3	-3	2	1	-1
O=c1cc(-c2ccc(Cl)cc2)oc(=O)[nH]1	-13	2	5	0.6	9	-1	-1	2	5
COc1cccc(CNC(=O)c2cc3c(cc2Cl)N2CCCCCC2=NS3(=O)=O)c1	1	-8	0	-0.1	44	-2	-4	12	7
CCc1ccc(N2C(=O)CN(Cc3cccs3)C2=S)cc1	14	2	0	2.9	-2	-2	0	5	-4
COc1ccc(S(=O)(=O)N2CCN(c3ccc(C)cc3C)CC2)cc1OC	7	3	3	3.6	-5&-8	-3	-2	-3	8
Cc1ccccc1NC(=O)C1CCCN1C(=O)NC1CCCCC1 (stereo not drawn)	-3	10	2	0.7	10	-1	2	0	9
COc1cc2nc(C3CCC3)n(NC(=O)C3CCCC(OC)C3)c(=O)c2cc1OC (stereo not drawn)	-1	10	1	0.1	-7	-2	3	-1	7
COc1ccc(C(=O)NC23CC4CC(CC(C4)C2)C3)cc1	-42	5	1	0.4	2	-2	1	12	2
O=C(Cc1ccccc1F)Nc1cc(Cl)ccc1N1CCCC1	-5	2	0	0.4	-7	-1	2	-2	7
CS(=O)(=O)c1[nH]nc(-c2ccccc2)c1C#N	2	3	0	-0.5	-5	-4	-2	0	2
O=C(Nc1ccc2c(c1)CN(Cc1ccco1)CC2)C1CCCO1 (stereo not drawn)	3	-4	0	1.6	8	-2	1	-6	7
NC(=O)N/N=C/c1c(F)c(F)c(F)c(F)c1F	-3	2	1	-0.1	-6	-3	-1	1	-5
NS(=O)(=O)c1cc(Cl)c(NC(=O)COC(=O)c2ccccn2)c(Cl)c1	·	5	0	-2.4	-4	0	·	7	7
NS(=O)(=O)c1ccc(CCNC(=S)Nc2ccccc2)cc1	-3	-3	0	1.7	-7	2	-3	4	-3
Cc1cccc(-c2nnc(SCCOc3ccc4c(C)cc(=O)oc4c3)o2)c1	12	-1	0	0.2	13	-3	-3	11	11

Some of these compounds in order of formula weight, smallest number first.
SMILES	HCV core dimer	procasp3 activ	GRK2 inh	PP5 primary	GASC-1 inh	PP1 inh	CTSL1 counter	VLA-4 inh	proCasp7 act
CS(=O)(=O)c1[nH]nc(-c2ccccc2)c1C#N	2	3	0	-0.5	-5	-4	-2	0	2
NC(=O)N/N=C/c1c(F)c(F)c(F)c(F)c1F	-3	2	1	-0.1	-6	-3	-1	1	-5
O=C(Nc1ccc2c(c1)CN(Cc1ccco1)CC2)C1CCCO1 (stereo not drawn)	3	-4	0	1.6	8	-2	1	-6	7
NS(=O)(=O)c1cc(Cl)c(NC(=O)COC(=O)c2ccccn2)c(Cl)c1	·	5	0	-2.4	-4	0	·	7	7
